Mito fusion yeast: inhibitors of mitochondrial division or activators of mitochondrial fusion; actives 0.23% (n = 320,000); AID 485298; Potency, µM (doses to about 46.1 µM), without a hit: at the top dose growth rescue (activation), most hits filed as activators; S. cerevisiae fusion-defective mutant growth rescue, CellTiterGlo 48 h;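 note: potency is the fitted concentration of half-maximal effect; % of control where 0% means no effect; nearly all actives have a fitted effect of over 45% in size; temperature-sensitive fusion mutants such as fzo1-1 at 37 °C on non-fermentable ethanol glycerol medium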
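Luminescent cell viability in 1536-well qHTS format served as the measure of rescued growth in ts fusion-mutant S. cerevisiae cultured on non-fermentable YPEG for 48 hours at 37C.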
GALK inh: galactokinase (human) inhibition; Potency, µM (top dose mostly 57.5 µM), for inactives: at the highest dose activity change, negative = inhibition, actives largely listed as inhibitors; actives 0.007% (n = 270,000); P51570; Purified GALK, Kinase-Glo residual ATP luminescence; note: potency is the fitted concentration of half-maximal effect; % is set by controls: 0 for no effect and ±100 for the full control effect
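Kinase-Glo Plus luminescence measured ATP left after a 1 h room-temperature reaction. The reaction used 5 nM GALK, 100 uM galactose and 35 uM ATP at pH 8.0 (20 mM HEPES, 5 mM MgCl2, 60 mM NaCl, 1 mM DTT, 0.01% BSA).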
S-ASM inh: inhibitors of human secretory acid sphingomyelinase | placental ASM, HMU-PC fluorogenic substrate, 60 min | AID 504937 | Potency, µM (series often up to 57.5 µM), inactives show at the top dose activity change, negative = inhibition, hits mostly inhibitors | actives 0.006% (n = 340,000) | P17405; note: potency is the fitted concentration of half-maximal effect
Target sequence (P17405 47-631 limits assumed): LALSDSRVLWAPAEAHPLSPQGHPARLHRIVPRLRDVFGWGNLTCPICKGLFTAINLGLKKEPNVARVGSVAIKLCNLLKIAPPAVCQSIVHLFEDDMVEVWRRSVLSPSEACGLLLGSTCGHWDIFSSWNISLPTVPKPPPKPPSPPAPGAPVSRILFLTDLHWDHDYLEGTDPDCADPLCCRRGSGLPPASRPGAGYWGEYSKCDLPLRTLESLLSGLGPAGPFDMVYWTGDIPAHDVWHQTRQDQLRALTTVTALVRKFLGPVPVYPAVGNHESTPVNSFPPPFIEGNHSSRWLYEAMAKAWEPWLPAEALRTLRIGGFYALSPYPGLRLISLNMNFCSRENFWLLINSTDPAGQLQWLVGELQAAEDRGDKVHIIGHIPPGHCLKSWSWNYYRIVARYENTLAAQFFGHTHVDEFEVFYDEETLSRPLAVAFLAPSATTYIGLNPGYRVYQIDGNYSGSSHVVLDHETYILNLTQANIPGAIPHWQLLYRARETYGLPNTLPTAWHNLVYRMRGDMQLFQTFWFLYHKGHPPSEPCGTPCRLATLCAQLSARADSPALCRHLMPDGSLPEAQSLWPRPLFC
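Fluorogenic HMU-PC substrate (9 uM final) is turned over by placental ASM in 60 min at 37 C after a 10 min compound preincubation. Reaction ended by alkaline stop (pH 10), with fluorescence read at 386/447 nm.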
PKM2 act: increases activity of human pyruvate kinase M2 | AID 1631 | actives 0.34% (n = 260,000) | Potency, µM (doses to about 57.5 µM), inactives show at the top dose activation, hits mostly activators | purified PKM2, Kinase-Glo ATP luminescence, activation; response scale: 0% is enzyme alone, no compound; note: potency is the fitted concentration of half-maximal effect; % is set by controls: 0 for no effect and ±100 for the full control effect; nearly all actives have a fitted effect of over 55% in size
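Purified hPK-M2 (>95%) run at intermediate activity with 0.1 mM ADP and 0.5 mM PEP in 50 mM imidazole pH 7.2, KCl, MgCl2; 1 h room temperature. ATP formed read by Kinase-Glo luminescence; normalized to uninhibited and no-enzyme controls.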
USP2a inh: USP2a (human) protease inhibition; O75604; USP2 core, Ub-CHOP2 coupled fluorogenic reporter, 485/531; Potency, µM (titrated, usually from 38.3 µM), without a hit: at the top dose activity change, negative = inhibition, actives largely listed as inhibitors; actives 0.01% (n = 330,000);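 note: potency is the fitted concentration of half-maximal effect; plate controls were DMSO wells for no effect and full inhibition by NEM control for full effect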
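USP2 core (10nM final) preincubated 30min RT with compound in 20mM Tris-HCl pH 8.0, 2mM CaCl2, 2mM beta-mercaptoethanol, 0.05% CHAPS; 25nM Ub-CHOP2 plus 25nM reporter substrate added, fluorescence (Ex485/Em531) read after 60min.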
Eya2 inh: blocks the phosphatase activity of human Eya2 | O00167 | recombinant Eya2, OMFP fluorescence dephosphorylation (OMFP is methylfluorescein phosphate) | Potency, µM (series often up to 76.9 µM), for the others: top-dose activity, negative = inhibition, usual class: inhibitors | actives 0.006% (n = 330,000) | AID 488837; note: potency is the fitted concentration of half-maximal effect; % is set by controls: 0 for no effect and ±100 for the full control effect
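Eya2 protein (added as 0.2 uM solution) was preincubated with compound for 10 min at ambient temperature in 50 mM HEPES pH 7.5, 50 mM NaCl, 5 uM MgCl2, 0.05% BSA, 1 mM DTT. OMFP (added at 50 uM) then reacted 10 min; fluorescence read at 485/525 nm.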
Chronic BCR inh: blocks chronic active B-cell receptor signaling; Potency, µM (series often up to 46.1 µM), without a hit: top-dose ratio change, negative = lower green/red ratio, hits mostly inhibitors; AID 493014; actives 0.05% (n = 340,000); ABC-DLBCL IkBa-CBG/CBR reporter, luminescence ratio, 4 h; active = well fitted inhibition curve with a large enough effect in the signal ratio, with a control signal flat, not every such curve was filed as active; inconclusive = small, poorly fitted or top-dose-only effect, or effect the other way, or a change in a side signal; the % refers to the signal ratio;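 note: potency is the fitted concentration of half-maximal effect; plate controls were basal doxycycline-induced cells for no effect and cells given 10 µM MG132 for full effect; MG132 reads +100%, hits lower the ratio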
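Doxycycline induced both beetle luciferases in TMD8 lymphoma cells; IKK-driven degradation limits the IkappaBalpha-fused green signal, while red luminescence normalises for cell number and nonspecific effects. Compounds tested up to 46 uM, 4 hrs.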
MBNL1-CUG inh: blocks human MBNL1 binding to CUG repeat RNA | Potency, µM (series often up to 57.5 µM), inactives show at the top dose activity change, negative = inhibition, usual class: inhibitors | AID 2675 | actives 0.036% (n = 280,000) | TR-FRET MBNL1-His/biotin-(CUG)12 binding, 665/545 ratio; active = well fitted inhibition curve with a large enough effect in the signal ratio, with a control signal flat, not every such curve was filed as active; inconclusive = small, poorly fitted or top-dose-only effect, or effect the other way, or a change in a side signal; inactive = no such curve, though single readings can be large or run the other way; the % refers to the signal ratio; note: potency is the fitted concentration of half-maximal effect; % is set by controls: 0 for no effect and ±100 for the full control effect
Target sequence (Q9NR56 whole entry, looked up): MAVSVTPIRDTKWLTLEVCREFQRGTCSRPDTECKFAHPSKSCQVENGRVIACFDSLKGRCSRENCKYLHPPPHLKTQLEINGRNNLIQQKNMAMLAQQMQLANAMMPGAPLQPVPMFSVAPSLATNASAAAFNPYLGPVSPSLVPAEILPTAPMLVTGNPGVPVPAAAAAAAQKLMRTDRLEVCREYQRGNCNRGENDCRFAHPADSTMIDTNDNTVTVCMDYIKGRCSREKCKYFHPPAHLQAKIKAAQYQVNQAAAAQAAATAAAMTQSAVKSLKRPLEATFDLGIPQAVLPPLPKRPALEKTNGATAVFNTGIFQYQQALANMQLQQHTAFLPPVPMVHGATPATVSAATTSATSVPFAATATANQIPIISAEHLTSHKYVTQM
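Compound titration spanned 92 nM–58 uM against the MBNL1-His/biotin-(CUG)12 complex. After 60 min at room temperature with 5 nM streptavidin-XL665 and 0.055 ng/ul terbium anti-His, ratiometric 665/545 nm emission (Ex 340 nm) normalized to controls.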
Menin MLL FP TR: displaces Texas Red mutant MLL peptide from human menin. Potency, µM (top dose mostly 61.6 µM), inactives show at the highest dose FP activity change, negative = inhibition, hits mostly inhibitors. actives 0.23% (n = 270,000). AID 1768. O00255. Menin + Texas Red MLL mutant peptide, fluorescence polarization; active = well fitted inhibition curve with a large enough effect in the polarisation, with a control signal flat, not every such curve was filed as active; inconclusive = small, poorly fitted or top-dose-only effect, or effect the other way, or a change in a side signal; inactive = no such curve, though single readings can be large or run the other way; the % refers to the polarisation; note: potency is the fitted concentration of half-maximal effect; % of control where 0% means no effect; many of its hits are not listed in these tables
TSHR antagonist: blocks TSH signaling through the human TSH receptor; actives 0.2% (n = 330,000); AID 504810; activity change, negative = inhibition, % at 11.5 µM; TSHR-expressing cells, TSH-stimulated cAMP HTRF, 2 h; stronger effect = lower value;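 active = activity change below a set negative limit, meaning inhibition stronger than a set level, cut at about -70% in these data; inconclusive = activity change between two set negative limits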; note: % is set by controls: 0 for no effect and ±100 for the full control effect
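Inhibition of cAMP made by TSHR-expressing cells under TSH stimulation (4nM final, EC80; 2 h, 37 deg C) is quantified with a one-step lysis HTRF kit, anti-cAMP cryptate versus cAMP-d2.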
hERG WT inh: blocks the wildtype human KCNH2 potassium channel. Q12809. U2OS, BacMam KCNH2, thallium flux FluxOr; stronger effect = lower value. activity change, % at 1.84 µM. actives 0.37% (n = 340,000). AID 720551;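 active = maximum activity change below -70%; inconclusive = maximum activity change between -70% and -50%; inactive = maximum activity change above -50%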; note: % is set by controls: 0 for no effect and ±100 for the full control effect
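U2OS cells transduced with wild-type KCNH2 virus are loaded with FluxOr dye for 45 min, and thallium flux is measured in kinetic reads before and after stimulation buffer. Rate constants are normalized to DMSO controls.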
Starred values were filed as active, the others as inactive; [ ] = dose if it differs, or a comment. Unless noted, calls come from the whole dose curve; as a rule, active = well fitted curve in the direction sought with a large enough effect; inconclusive = small, poorly fitted or top-dose-only effect, or another doubt; inactive = no such curve, though single readings can be large; an effect the other way counts as inactive or inconclusive.

Screening CCOCCCN(C)C1CCN(C(=O)c2oc3ccccc3c2NC(=O)COc2ccc(F)cc2)CC1 returned Mito fusion yeast -6%, GALK inh 3%, S-ASM inh 0%, USP2a inh 3%, Eya2 inh 1%, Chronic BCR inh -4%, MBNL1-CUG inh 1%, TSHR antagonist 19 and hERG WT inh -42.
Cc1ccc(C2(c3ccccc3)NC(=O)N(CC(=O)NC3(C#N)CCCC3)C2=O)cc1C (stereo not drawn) was read as Mito fusion yeast -4%, S-ASM inh -1%, USP2a inh -6%, Eya2 inh 10%, Chronic BCR inh -2%, TSHR antagonist -6 and hERG WT inh 17.
Screening O=C1c2cccc3c(N4CCCCC4)ccc(c23)C(=O)N1c1ccccn1 returned Mito fusion yeast -1%, GALK inh -4%, S-ASM inh 0%, PKM2 act -1%, USP2a inh 23%, Eya2 inh -9%, Chronic BCR inh 0%, MBNL1-CUG inh inconclusive, Menin MLL FP TR -23%, TSHR antagonist -1 and hERG WT inh -1.
CC1Cc2cc(/C(O)=C3/C(=O)C(=O)N(Cc4ccncc4)C3c3ccc(N(C)C)cc3)ccc2O1 (stereo not drawn) was read as Mito fusion yeast -2%, GALK inh -4%, S-ASM inh 0%, USP2a inh 1%, Eya2 inh -17%, Chronic BCR inh 1%, MBNL1-CUG inh 22%, Menin MLL FP TR 3%, TSHR antagonist -6 and hERG WT inh -13.
Screening COc1cc(OC)c(-c2nc3ccccc3s2)cc1OC returned Mito fusion yeast 10%, GALK inh -2%, S-ASM inh 437%[activator], PKM2 act -28%, USP2a inh 0%, Eya2 inh -2%, Chronic BCR inh inconclusive, MBNL1-CUG inh 42%[activator], Menin MLL FP TR 42%[activator], TSHR antagonist -15 and hERG WT inh -1.
`CN(C)S(=O)(=O)c1ccc(Cl)c(NC(=O)COC(=O)/C=C/c2cnc3ccccc3n2)c1` gave Mito fusion yeast 1%, GALK inh -4%, S-ASM inh -15%, PKM2 act 0%, USP2a inh 10%, Eya2 inh 19%, Chronic BCR inh inconclusive, TSHR antagonist -3 and hERG WT inh 11.
Screening CCO/C=C1/C(=O)N(CC)c2ccccc21 returned Mito fusion yeast -2%, GALK inh -2%, S-ASM inh 1%, PKM2 act 1%, USP2a inh -1%, Eya2 inh -32%, Chronic BCR inh -7%, MBNL1-CUG inh -2%, Menin MLL FP TR 3%, TSHR antagonist -4 and hERG WT inh -7.
For O=C(Nc1ccccn1)c1ccc(Cl)c(S(=O)(=O)N2CCOCC2)c1 the results were Mito fusion yeast 1%, GALK inh 5%, S-ASM inh -6%, PKM2 act -3%, USP2a inh 2%, Eya2 inh -8%, Chronic BCR inh 9%, MBNL1-CUG inh 0%, TSHR antagonist 6 and hERG WT inh -13.
Screening Oc1ccc(/C=N/N2CCCCC2)c(O)c1 returned Mito fusion yeast 2%, GALK inh 0%, S-ASM inh 0%, USP2a inh -2%, Eya2 inh -9%, Chronic BCR inh 6%, MBNL1-CUG inh 3%, Menin MLL FP TR 46%[activator], TSHR antagonist 12 and hERG WT inh -9.
CC(=O)NCC(=O)OCC(=O)c1ccc(C)c(C)c1 was read as Mito fusion yeast 1%, GALK inh -3%, S-ASM inh -1%, PKM2 act -1%, USP2a inh 4%, Eya2 inh 12%, Chronic BCR inh 11%, MBNL1-CUG inh 3%, Menin MLL FP TR 18%, TSHR antagonist 8 and hERG WT inh 6.
Screening CCc1ccc2c(CN(C)Cc3ccccc3OC)cc(=O)oc2c1 returned Mito fusion yeast 2%, GALK inh 3%, S-ASM inh 29%, USP2a inh 0%, Eya2 inh 3%, Chronic BCR inh 2%, MBNL1-CUG inh -2%, Menin MLL FP TR inconclusive, TSHR antagonist -5 and hERG WT inh 2.
For CCOC(=O)c1c(NC(=O)C2=C(C)NC(=S)NC2c2ccc(C)cc2)sc(C)c1C (stereo not drawn) the results were Mito fusion yeast 7%, GALK inh -1%, S-ASM inh 34%, PKM2 act -24%, USP2a inh 3%, Eya2 inh 4%, Chronic BCR inh 21%, MBNL1-CUG inh 48%[activator], Menin MLL FP TR -14%, TSHR antagonist 6 and hERG WT inh -3.
Cn1cnnc1SCC(=O)Nc1ccc2ccccc2c1 was read as Mito fusion yeast 3%, S-ASM inh -1%, USP2a inh 3%, Eya2 inh 8%, Chronic BCR inh inconclusive, TSHR antagonist 5 and hERG WT inh 10.
O=C(NCC1CCCO1)C1CCC(=O)N1Cc1ccccc1Cl (stereo not drawn) was read as Mito fusion yeast -5%, GALK inh -1%, S-ASM inh 5%, PKM2 act -12%, USP2a inh 0%, Eya2 inh -3%, Chronic BCR inh 0%, MBNL1-CUG inh -6%, Menin MLL FP TR -3%, TSHR antagonist 10 and hERG WT inh 8.
COCCn1c(Cc2cccn2C)nnc1SCC(=O)NCc1ccc2c(c1)OCO2 was read as Mito fusion yeast -6%, GALK inh -1%, S-ASM inh 0%, PKM2 act 3%, USP2a inh 1%, Eya2 inh -12%, Chronic BCR inh -1%, MBNL1-CUG inh -9%, Menin MLL FP TR -6%, TSHR antagonist 1 and hERG WT inh -20.
For CC(=O)c1ccc(NC(=O)CSc2ccc(-c3ccc(-n4cccn4)cc3)nn2)cc1 the results were Mito fusion yeast 3%, S-ASM inh 4%, USP2a inh -1%, Eya2 inh -16%, Chronic BCR inh -6%, TSHR antagonist -4 and hERG WT inh -2.
Cc1cc(NC(=O)COC(=O)c2cccc(O)c2)no1 was read as Mito fusion yeast 2%, GALK inh 0%, S-ASM inh -4%, PKM2 act -5%, USP2a inh -1%, Eya2 inh -6%, Chronic BCR inh inconclusive, MBNL1-CUG inh -4%, Menin MLL FP TR 0%, TSHR antagonist -25 and hERG WT inh 2.
For COC(=O)c1sccc1NC(=S)N1CCN(c2cc(C)ccc2C)CC1 the results were Mito fusion yeast -3%, S-ASM inh -3%, PKM2 act -1%, USP2a inh 2%, Eya2 inh 5%, Chronic BCR inh 0%, MBNL1-CUG inh -1%, Menin MLL FP TR -12%, TSHR antagonist -11 and hERG WT inh -10.
Screening CC(C)N(c1ccccc1)c1ccc(NC(=O)C2CCCO2)cc1 (stereo not drawn) returned Mito fusion yeast 2%, GALK inh 1%, S-ASM inh -2%, PKM2 act 0%, USP2a inh 0%, Eya2 inh -4%[15.4 µM], Chronic BCR inh 0%, MBNL1-CUG inh -12%, Menin MLL FP TR -4%, TSHR antagonist -3 and hERG WT inh 15.
Screening COc1ccc(OC)c(S(=O)(=O)N2CCC(C(=O)Nc3ccc(C)c(C)c3)CC2)c1 returned Mito fusion yeast -2%, GALK inh -2%, S-ASM inh -5%, PKM2 act -7%, USP2a inh 0%, Eya2 inh 1%, Chronic BCR inh inconclusive, MBNL1-CUG inh -2%, Menin MLL FP TR 15%, TSHR antagonist -9 and hERG WT inh -7.
For Cc1ccccc1/C=C/c1cc[n+](C)cc1 the results were Mito fusion yeast -3%, GALK inh -1%, S-ASM inh 18%, PKM2 act -11%, USP2a inh -2%, Eya2 inh -13%, Chronic BCR inh 1%, MBNL1-CUG inh inconclusive, Menin MLL FP TR -6%, TSHR antagonist 4 and hERG WT inh -3.
Screening COc1cc(CC(NC(C)=O)C(=O)NC2CCN(c3nc(C)cc(C)c3C#N)CC2)cc(OC)c1 (stereo not drawn) returned Mito fusion yeast 1%, GALK inh 0%, S-ASM inh 9%, PKM2 act 0%, USP2a inh 2%, Eya2 inh -14%, Chronic BCR inh 1%, MBNL1-CUG inh 18%, Menin MLL FP TR 0%, TSHR antagonist -6 and hERG WT inh 15.
For CC(C)Cc1nnc(NC(=O)CC(C)c2ccccc2)s1 (stereo not drawn) the results were Mito fusion yeast -11%, GALK inh 5%, S-ASM inh 1%, PKM2 act -2%[11.5 µM], USP2a inh 1%, Eya2 inh -4%, Chronic BCR inh inconclusive, MBNL1-CUG inh 1%, Menin MLL FP TR 0%, TSHR antagonist -10 and hERG WT inh -15.

From PubChem

This is a subset; count on the stated rates, not on these rows.
